USP1 inh – Inhibitors of USP1/UAF1: Primary Screen; Ubiquitin carboxyl-terminal hydrolase 1 (Homo sapiens), O94782; recombinant USP1/UAF1, Ub-Rhodamine cleavage fluorescence; Potency, µM (titrated, usually from 57.1 µM), for the others: at the top dose activity change, negative = inhibition, usual class: inhibitors; 390,000 tested, 0.23% active; also: potency is read from the fitted curve at half-maximal effect; % is scaled to controls: 0 for no effect and ±100 for the full control effect; nearly all actives have a fitted effect of over 60% in size; inactives centre near -12
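In this screen, compounds sit with the deubiquitinase complex (1nM) for 15 min at room temperature before Ub-Rho is added at 150nM final. Fluorescence rise is then followed for 6 reads every 60 seconds.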
TrxR1 inh – qHTS Assay for Inhibitors of Mammalian Selenoprotein Thioredoxin Reductase 1 (TrxR1): qHTS. Thioredoxin reductase 1, cytoplasmic (Rattus norvegicus), O89049. recombinant rTrxR1, NADPH fluorescence consumption, selenite substrate. Potency, µM (top dose mostly 114 µM), inactives show at the highest dose activity change, negative = inhibition, actives largely listed as inhibitors. 390,000 tested, 1% active; also: potency is read from the fitted curve at half-maximal effect; % is scaled to controls: 0 for no effect and ±100 for the full control effect; nearly all actives have a fitted effect of over 65% in size
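Rat TrxR1 (90 nM in the dispensed reagent) was pre-reduced with 400 uM NADPH for 5 min at room temperature, then incubated with compound for 15 min. After 400 uM selenite was added, NADPH fluorescence (Ex 340/Em 450 nm) was followed for 8 min.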
RGS4 inhibitor – Inhibitors of Regulator of G Protein Signaling (RGS) 4: qHTS. Transcreener GDP fluorescence polarization, RGS4-accelerated GTP hydrolysis. Potency, µM (titrated, usually from 114 µM), for inactives: at the top dose activity change, negative = inhibition, actives largely listed as inhibitors. 390,000 tested, 0.039% active. AID 504845, 2011; also: potency is read from the fitted curve at half-maximal effect; % is scaled to controls: 0 for no effect and ±100 for the full control effect; nearly all actives have a fitted effect of over 75% in size; some results filed as inactive show a strong effect at the top dose
Target sequence (P49798 whole entry, looked up): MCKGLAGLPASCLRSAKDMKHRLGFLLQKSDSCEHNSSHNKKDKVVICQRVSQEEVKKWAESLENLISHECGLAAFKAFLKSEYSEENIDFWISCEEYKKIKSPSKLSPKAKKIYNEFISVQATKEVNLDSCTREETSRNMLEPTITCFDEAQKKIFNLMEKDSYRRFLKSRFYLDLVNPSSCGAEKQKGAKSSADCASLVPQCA
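MLSMR compounds (23 nl, pin-transferred) preincubated 10 min at room temperature with a 500nM (2x) first reagent, then RGS4 at 900nM (2x) plus Transcreener GDP mix added; fluorescence polarization (620/688 nm) read before and after 90 min at 30 °C.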
IDH1 R132H inh – qHTS for Inhibitors of mutant isocitrate dehydrogenase 1 (IDH1): qHTS; Isocitrate dehydrogenase [NADP] cytoplasmic (Homo sapiens), O75874; Potency, µM (top dose mostly 76.6 µM), inactives show at the top dose activity change, negative = inhibition, hits mostly inhibitors; AID 602179, 2012; IDH1-R132H enzyme, NADPH consumption, diaphorase/resazurin fluorescence; 390,000 tested, 0.093% active; also: potency is read from the fitted curve at half-maximal effect; % is scaled to controls: 0 for no effect and ±100 for the full control effect; nearly all actives have a fitted effect of over 65% in size
Target sequence (O75874 whole entry R132H, stated change not applied): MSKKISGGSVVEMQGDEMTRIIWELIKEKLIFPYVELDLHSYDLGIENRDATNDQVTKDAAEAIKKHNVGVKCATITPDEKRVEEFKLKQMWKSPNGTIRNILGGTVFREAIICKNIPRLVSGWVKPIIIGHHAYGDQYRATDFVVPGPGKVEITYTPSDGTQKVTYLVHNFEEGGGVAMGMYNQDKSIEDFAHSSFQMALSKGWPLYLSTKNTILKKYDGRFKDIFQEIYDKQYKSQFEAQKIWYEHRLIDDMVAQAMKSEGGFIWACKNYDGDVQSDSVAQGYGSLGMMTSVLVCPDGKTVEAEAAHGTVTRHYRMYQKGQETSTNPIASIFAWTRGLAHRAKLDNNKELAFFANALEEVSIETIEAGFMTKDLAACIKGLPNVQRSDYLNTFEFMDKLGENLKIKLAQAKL
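IDH1-R132H (0.5 ug/mL dispensed) in pH 7.5 Tris buffer was preincubated 30 min with compound, then given a substrate mix of 0.016 mM NADPH and 2 mM alpha-KG for 80 min at room temperature; remaining NADPH was read by diaphorase/resazurin fluorescence.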
Vif-A3F inh – qHTS for Inhibitors of Vif-A3F Interactions: qHTS | HeLa A3F-eYFP + Vif (tagged APOBEC3F with the HIV-1 protein that degrades it), YFP fluorescence increase | 390,000 tested, 0.2% active | Potency, µM (series often up to 46.1 µM), for the others: at the top dose activity, negative = active; also: potency is read from the fitted curve at half-maximal effect; % of control where 0% means no effect; nearly all actives have a fitted effect of over 65% in size
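Fluorescence increase (Ex 488/Em 500-530) after overnight compound treatment at 37 deg C flags inhibition of Vif-driven A3F-eYFP loss in stable HeLa A3F-eYFP/Vif cells seeded overnight beforehand.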
LDHA inh – qHTS assay for inhibitors of human lactate dehydrogenase. purified LDHA, NADH/diaphorase-resazurin fluorescence; stronger effect = lower value. activity change, % (values are at about 110 or 230 µM). 480,000 tested, 0.15% active; in the data active = activity change below about -30%; inconclusive = mostly about -25% to -30%;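 also: plate controls were DMSO wells for no effect and wells without enzyme for full effect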
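Resorufin fluorescence (ex540/em590), read at 0 and 20 min after diaphorase/resazurin addition, reports the NADH left after a 5 min room-temperature reaction of 2 nM human LDH5 with 0.06 mM NADH and 0.2 mM pyruvate.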
Vif-A3G inh – qHTS for Inhibitors of Vif-A3G Interactions: qHTS | DNA dC->dU-editing enzyme APOBEC-3G (Homo sapiens), Q9HC16 | HeLa A3G-eYFP + Vif (tagged APOBEC3G with the HIV-1 protein that degrades it), YFP fluorescence, overnight | Potency, µM (highest dose often 46.1 µM), for inactives: at the highest dose activity, negative = active, most hits filed as inhibitors | 410,000 tested, 0.076% active | AID 602310, 2012;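 also: potency is read from the fitted curve at half-maximal effect; % is scaled to controls: 0 for no effect and ±100 for the full control effect; nearly all actives have a fitted effect of over 60% in size; hits raise eYFP signal because A3G escapes Vif-driven loss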
Target sequence (Q9HC16 whole entry, looked up): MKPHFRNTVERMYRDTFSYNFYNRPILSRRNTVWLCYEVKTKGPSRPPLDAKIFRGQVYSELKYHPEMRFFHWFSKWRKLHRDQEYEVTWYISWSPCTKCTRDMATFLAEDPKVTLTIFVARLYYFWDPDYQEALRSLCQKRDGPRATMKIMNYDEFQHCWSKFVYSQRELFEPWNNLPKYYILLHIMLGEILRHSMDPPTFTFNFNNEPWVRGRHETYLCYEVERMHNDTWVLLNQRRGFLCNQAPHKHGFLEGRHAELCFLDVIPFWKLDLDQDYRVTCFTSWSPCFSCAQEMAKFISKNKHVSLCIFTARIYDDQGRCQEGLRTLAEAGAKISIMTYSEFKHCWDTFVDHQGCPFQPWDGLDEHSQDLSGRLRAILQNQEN
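Read-out is eYFP fluorescence (Ex 488/Em 500-530) from Vif-expressing HeLa A3G-eYFP cells; more signal means A3G escaped Vif-mediated degradation. Cells plated overnight, compound pinned in, incubated overnight at 37 deg C.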
TrxR1 substrate – qHTS Assay for Substrates of Mammalian Selenoprotein Thioredoxin Reductase 1 (TrxR1): qHTS. 390,000 tested, 0.01% active. AID 588456, 2011. Potency, µM (titrated, usually from 114 µM), for the others: at the highest dose activity change, negative = substrate turnover. Thioredoxin reductase 1, cytoplasmic (Rattus norvegicus), O89049. purified TrxR1 substrate turnover, NADPH consumption readout; also: potency is read from the fitted curve at half-maximal effect; % is scaled to controls: 0 for no effect and ±100 for the full control effect; nearly all actives have a fitted effect of over 50% in size
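Rat TrxR1, dispensed at 90 nM, was prereduced with 400 uM NADPH (final) for 5 min at ~22 deg C, then incubated with compound 15 min before 400 uM selenite. A first-read NADPH fluorescence drop versus no-compound background flagged substrates.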
Glioma ERSR ind – qHTS for Inducers of the Endoplasmic Reticulum Stress Response (ERSR) in Human Glioma: qHTS | Potency, µM, for the others: at the highest dose activation, actives largely listed as activators | U87-MG GRP78 promoter luciferase reporter, 16 h | 420,000 tested, 0.02% active; also: potency is read from the fitted curve at half-maximal effect; series mostly up to about 76 µM; % of control where 0% means no effect; nearly all actives have a fitted effect of over 35% in size
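Stably transfected U87-MG glioma cells carrying a GRP78-based luciferase sensor; 16 h compound incubation. Luminescence end-point read 10 min after Bright-Glo addition at room temperature.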
* = called active by the depositor; ? = inconclusive; & = joins results of further samples; [ ] = another dose, or the depositor's remark. Unless noted, calls follow the shape of the dose curve; as a rule, active = well fitted curve in the direction sought with a large enough effect; inconclusive = small, poorly fitted or top-dose-only effect, or another doubt; inactive = no such curve, though single readings can be large; an effect the other way counts as inactive or inconclusive. An excerpt; the hit share may differ from the screen's.

SMILES | USP1 inh | TrxR1 inh | RGS4 inhibitor | IDH1 R132H inh | Vif-A3F inh | LDHA inh | Vif-A3G inh | TrxR1 substrate | Glioma ERSR ind
CCOC(=O)c1ccc(CN(Cc2ccccc2C)S(=O)(=O)c2ccc(F)c(C)c2)cc1 | ? | 24%[57.1 µM] | 6% | 16% | 13% | -4 | 4% | 2%[57.1 µM] | -1%
Cc1sc2nc(-c3ccco3)oc(=O)c2c1C | -11% | 20%[57.1 µM] | -35% | 13% | 1% | 1 | -2% | 9%[57.1 µM] | 3%
CCCn1cc(S(=O)(=O)c2cccc(Cl)c2)c(=O)c2cc(F)c(N3CCOCC3)cc21 | -15% | -3% | 1% | 9% | -9% | 5 | 2% | 6% | -4%
CCn1c(SCC(=O)Nc2nnc(C)s2)nnc1C(C)NC(=O)c1ccccc1 (stereo unspecified) | -14% | 4% | -20% | 8% | -10% | -1 | -6% | 3% | -3%
CC(NC(=O)Cn1cnc([N+](=O)[O-])n1)c1ccccc1 (stereo unspecified) | -10% | 6% | -21% | -1% | -14% | 0 | -1% | 3% | -8%
Cc1ccc(F)cc1NC(=O)CCOc1ccccc1 | -6% | -5% | 5% | -1% | -16% | -5 | -20% | 0% | -2%
O=C(c1ccncc1)N1CCN(S(=O)(=O)c2cccc(F)c2)CC1 | -7% | -13% | -10% | 3% | 4% | -2 | 0% | -14% | -6%
CCOC(=O)c1c(-c2ccc(C)o2)csc1NC(=S)NC(=O)c1ccccc1Br | -13% | -7% | ? | -3% | -1% | -7 | 1% | 0% | 0%
OC(COc1ccccc1)CN1CCOCC1 (stereo unspecified) | -10% | 15% | -15% | 1% | 3% | 1 | -3% | -5% | -1%
CC(=O)Nc1ccc(S(=O)(=O)NCCc2ccc(S(N)(=O)=O)cc2)cc1 | -1% | -11% | 3% | 3% | 5% | -13 | -2% | -8% | -2%
N#Cc1c2ncn(CC(=O)c3ccc(Br)cc3)c(=O)c2c2n1CCC2 | -24% | 13%[57.1 µM] | ? | 8% | 1% | -8 | 1% | 10%[57.1 µM] | -4%
Cc1nn(CC(=O)Nc2ccc(Cl)cc2Cl)c(=O)c2ccccc12 | 0% | 19% | -19% | 1% | -4% | -9 | 0% | -3% | -4%
CCN1CCN(c2ncnc3c2sc2nc(N4CCOCC4)c4c(c23)CCC4)CC1 | -9% | 2% | 20% | 11% | -16% | -8 | -5% | -5% | 1%
O=C(NC(=O)c1c(F)cccc1F)O/N=C1\CCCc2occc21 | 2% | 7% | 18% | 10% | 7% | -2 | -1% | 3% | 2%
COc1cc(C=Nc2cccc(C)c2)c(O)c([N+](=O)[O-])c1 | ? | -23% | -20% | 11% | -7% | 22 | 1% | -15% | -1%
O=C(O)/C(=C/c1ccco1)NC(=O)c1ccccc1 | 1% | 0%[57.1 µM] | 33% | 2% | 5% | -4 | 0% | 5%[57.1 µM] | -5%
Cc1cc(C)cc(N)c1 | -13% | 13% | -4% | -9% | 7% | -4 | 2% | -2% | 2%
CCN(C#N)c1nc(N(C)C)nc(N(C)C)n1 | -6% | 10% | -6% | 4% | 6% | -3 | -7% | -1% | -3%
Cc1cc(C)c2c(=O)n(CC(=O)Nc3cccc(Cl)c3C)sc2n1 | -9% | -12% | -142% | 1% | 0% | 0 | -15% | 3% | -11%
CCCOc1ccc(C2/C(=C(/O)c3ccccc3)C(=O)C(=O)N2CCCN(C)C)cc1OC (stereo unspecified) | -4% | -18%[57.1 µM] | -19% | 8% | -14% | -2 | 0% | -6%[57.1 µM] | -3%
O=C(O)CSc1c[nH]c2ccccc12 | -1% | 12% | -36% | 4% | -6% | 5 | -1% | 4% | -4%
COC(=O)C1(C)NC(c2ccccc2F)C2C(=O)N(c3ccccc3)C(=O)C21 (stereo unspecified) | -12% | 43%[activator] | 16% | -8% | 0% | 2 | 1% | 9% | -4%
Cc1cc2nc(SCCN3CCOCC3)[nH]c2cc1C | -2% | -4% | 11% | 6% | 0% | -3 | 1% | -8% | 0%
COC(=O)c1cccc(NC(=S)NCCC2=CCCCC2)c1 | -12% | 3% | 11% | 2% | 0% | 0 | 4% | -1% | -1%

Entries of single compounds as entered above:
COC(=O)c1cccc(NC(=S)NCCC2=CCCCC2)c1 in the list: USP1 inh: -12%; TrxR1 inh: 3%; RGS4 inhibitor: 11%; IDH1 R132H inh: 2%; Vif-A3F inh: 0%; LDHA inh: 0; Vif-A3G inh: 4%; TrxR1 substrate: -1%; Glioma ERSR ind: -1%
COc1cc(C=Nc2cccc(C)c2)c(O)c([N+](=O)[O-])c1 in the list: USP1 inh: ?; TrxR1 inh: -23%; RGS4 inhibitor: -20%; IDH1 R132H inh: 11%; Vif-A3F inh: -7%; LDHA inh: 22; Vif-A3G inh: 1%; TrxR1 substrate: -15%; Glioma ERSR ind: -1%

Sorted by heavy-atom count (falling): some entries from above
SMILES | USP1 inh | TrxR1 inh | RGS4 inhibitor | IDH1 R132H inh | Vif-A3F inh | LDHA inh | Vif-A3G inh | TrxR1 substrate | Glioma ERSR ind
CCN1CCN(c2ncnc3c2sc2nc(N4CCOCC4)c4c(c23)CCC4)CC1 | -9% | 2% | 20% | 11% | -16% | -8 | -5% | -5% | 1%
Cc1cc(C)c2c(=O)n(CC(=O)Nc3cccc(Cl)c3C)sc2n1 | -9% | -12% | -142% | 1% | 0% | 0 | -15% | 3% | -11%
Cc1cc2nc(SCCN3CCOCC3)[nH]c2cc1C | -2% | -4% | 11% | 6% | 0% | -3 | 1% | -8% | 0%
O=C(O)/C(=C/c1ccco1)NC(=O)c1ccccc1 | 1% | 0%[57.1 µM] | 33% | 2% | 5% | -4 | 0% | 5%[57.1 µM] | -5%
CCN(C#N)c1nc(N(C)C)nc(N(C)C)n1 | -6% | 10% | -6% | 4% | 6% | -3 | -7% | -1% | -3%
O=C(O)CSc1c[nH]c2ccccc12 | -1% | 12% | -36% | 4% | -6% | 5 | -1% | 4% | -4%

(listing goes on)
SMILES | USP1 inh | TrxR1 inh | RGS4 inhibitor | IDH1 R132H inh | Vif-A3F inh | LDHA inh | Vif-A3G inh | TrxR1 substrate | Glioma ERSR ind
Cc1cnc(C(=O)Nc2ccccc2C(=O)N2CCOCC2)cn1 | -3% | 22% | 9% | 0% | 9% | -9 | -1% | 4% | -3%
CCc1ccc2c(c1)c1nnc(NN)nc1n2CC | ? | -15% | -33% | 8% | 5% | -1 | -9% | -13% | 3%
CCOC(=O)c1c(NC(=O)C2COc3ccccc3O2)sc(C)c1C (stereo unspecified) | -2% | -7% | 12% | -8% | -1% | -1 | 1% | 4%[57.1 µM] | -3%
O=C(CC(=O)NC1CCCCC1)N/N=C/c1cccc2ccccc12 | 3% | -11%[57.1 µM] | 1% | -2% | 9% | -6 | 2% | 9%[57.1 µM] | 0%
CC1(C)CC(=O)c2cc(-c3nc(-c4ccc(Cl)cc4)cs3)c(=O)n(-c3ccc(Cl)cc3)c2C1 | -20% | 22% | 4% | -7% | -5% | -14 | 2% | 10% | -5%
CCOC(=O)C1CCCN(C(=O)COC(=O)C2=COCCO2)C1 (stereo unspecified) | -14% | 15%[57.1 µM] | -53% | 8% | -8% | -7 | 2% | 10%[57.1 µM] | -1%
Cc1c(C)n(CCN(C)C)c2ccc(C(=O)OCCN(C)C)cc12 | -10% | 14% | -6% | 3% | 2% | -1 | 4% | 5% | -1%&-2%
Cc1ccc(-n2c(C)nc3oc4ccccc4c(=O)c3c2=O)cc1 | -8% | 10% | -39% | 5% | 2% | 5 | -1% | 4% | 8%
CCOC(=O)c1c(N)nn(C(=O)C(C)C)c1-c1ccccc1 | -7% | -14% | -10% | 2% | 5% | -2 | -1% | -17% | -2%
C=CCOc1ccc(/C=C/C(=O)OCC(=O)NC2CCCCCCC2)cc1 | -15% | 28% | 19% | -12% | -6% | -7 | 5% | 8% | -2%
CCOC(=O)c1c(C)[nH]c(NC(=O)Nc2ccc(NC(C)=O)cc2)c1C | -18% | 7% | 2% | 5% | -5% | -4 | 1% | 2% | 0%
COc1ccc(Cn2c(CCC(=O)Nc3ccc(CC#N)cc3)nc3cccnc32)cc1 | -9% | 8% | -44% | 0% | 3% | 0 | -2% | 7% | -3%
Cc1ccc(CNc2nc(-c3ccco3)nn2S(=O)(=O)c2ccc3ccccc3c2)cc1 | -17% | 6% | -7% | 17% | 0% | 6 | 0% | 3% | -1%
O=c1[nH][nH]c2ccccc2c1=O | 4% | 7%[57.1 µM] | -5% | 13% | -21% | -4 | 2% | 1%[57.1 µM] | 0%

Source: PubChem
